# VLA-4 allo ag: allosterically activates the human VLA-4 integrin; 24,000 tested, under 10 active; P13612; activation, % at 10 µM (by protocol); Jurkat cells, LDV-FITC binding, flow cytometry; AID 528;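 active = fluorescent ligand binding to cells raised by more than 40% of the manganese-induced maximum; inconclusive = compound's own fluorescence above 85% of the ligand control signal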;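 also: 0% = ligand binding without compound and 100% = manganese-stimulated maximal binding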
# Target sequence (P13612 whole entry, looked up): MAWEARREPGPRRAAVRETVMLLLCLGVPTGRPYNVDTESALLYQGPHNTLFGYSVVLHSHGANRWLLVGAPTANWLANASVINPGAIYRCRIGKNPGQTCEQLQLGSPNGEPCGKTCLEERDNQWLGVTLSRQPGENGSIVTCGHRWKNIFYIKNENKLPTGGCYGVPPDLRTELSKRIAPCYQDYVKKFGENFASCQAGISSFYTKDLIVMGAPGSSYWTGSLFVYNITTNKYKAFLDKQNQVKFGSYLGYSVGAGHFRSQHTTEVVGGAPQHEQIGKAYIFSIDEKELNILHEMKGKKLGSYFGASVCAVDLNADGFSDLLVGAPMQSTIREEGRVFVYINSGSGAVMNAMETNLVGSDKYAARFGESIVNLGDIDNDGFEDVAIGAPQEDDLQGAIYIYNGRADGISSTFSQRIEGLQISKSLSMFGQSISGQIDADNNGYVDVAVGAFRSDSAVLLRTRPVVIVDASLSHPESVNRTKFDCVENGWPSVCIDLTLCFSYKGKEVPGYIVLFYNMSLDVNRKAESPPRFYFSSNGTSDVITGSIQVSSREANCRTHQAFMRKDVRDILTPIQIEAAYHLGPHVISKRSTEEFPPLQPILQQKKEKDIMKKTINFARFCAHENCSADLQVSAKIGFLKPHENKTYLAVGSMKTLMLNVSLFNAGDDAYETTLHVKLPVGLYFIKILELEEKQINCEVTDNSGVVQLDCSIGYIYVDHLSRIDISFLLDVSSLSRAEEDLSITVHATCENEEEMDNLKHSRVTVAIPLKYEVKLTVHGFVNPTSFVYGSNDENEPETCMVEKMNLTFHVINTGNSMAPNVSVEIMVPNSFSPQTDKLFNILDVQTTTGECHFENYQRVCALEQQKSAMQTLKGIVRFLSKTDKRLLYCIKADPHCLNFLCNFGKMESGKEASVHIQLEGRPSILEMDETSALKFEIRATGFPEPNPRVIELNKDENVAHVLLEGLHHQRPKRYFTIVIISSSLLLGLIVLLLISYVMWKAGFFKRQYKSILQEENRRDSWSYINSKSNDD
# Prostate diff: activators of LNCaP prostate cell differentiation | 0.56% of 24,000 active | side scatter shift, % at 10 µM | flow cytometry side scatter, 4 d | AID 795;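 active = side scatter shift above 30%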;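 also: androgen-responsive LNCaP prostate cancer cells in charcoal-stripped serum medium; percent of cells past a gate set so DMSO wells show 10% shift; higher shift means more granular cells and more differentiation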
# VLA-4 antagonist: inhibition of LDV-FITC ligand binding to human VLA-4 integrin | 0.2% of 24,000 active | inhibition, % at 10 µM (by protocol) | Jurkat cells, LDV-FITC binding with Mn2+, flow cytometry; 100% = Mn2+-driven binding gain fully reversed;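 active = inhibition above 50%; inconclusive = compound itself fluorescent, judged against control cell fluorescence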;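 also: 0% = Mn2+ stimulated cells lacking compound and 100% = ligand binding without Mn2+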
# Autofluor Jurkat: autofluorescence counter-screen for VLA-4 integrin assays; Jurkat cells, compound autofluorescence, flow cytometry; stronger effect = higher value; 1 = vehicle-only cell background; fluorescence ratio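 (tested at 10 µM compound in the well)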; 0.61% of 24,000 active; AID 576;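 active = fluorescence ratio above 2.44, which is 1 plus 3 SD of all ratios; inconclusive = signal too bright to measure linearly, ratio around 10 or more; inactive = fluorescence ratio below 2.44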;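 also: green fluorescence of cells measured with 488 nm excitation and 530 nm emission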
# * marks the source's active call; other numbers are inactive results; ? = inconclusive; . = not tested or not shown. A portion of the library. The share of hits here may be higher or lower than overall.
SMILES,VLA-4 allo ag,Prostate diff,VLA-4 antagonist,Autofluor Jurkat
O=C(NC1CCN(Cc2ccccc2)CC1)C1CCCN(c2nnc(-n3cccc3)s2)C1 (stereo unspecified),1,23,-4,0.88
CC1Cc2cc(/C(O)=C3/C(=O)C(=O)N(CCN4CCOCC4)C3c3cccc(O)c3)ccc2O1 (stereo unspecified),4,10,-31,1.1
Cc1ccc(NC(=O)c2cc(-c3ccco3)on2)cc1C,2,3,-9,1.1
COc1ccc(NC(C)=O)cc1NC(=O)CN1CCN(S(=O)(=O)c2ccc(C(C)C)cc2)CC1,-4,8,-11,0.96
Cc1cc(Nc2cccc(Cl)c2C)n2ncnc2n1,?,17,?,0.9
Cc1ccc(-c2nc(NC(=O)CSc3nnc(C)s3)ns2)cc1,0,6,11,1
CCc1cccc(NC2c3ccccc3C(=O)N2c2ccc(C)cn2)c1 (stereo unspecified),2,3,16,0.89
COC(=O)c1ccccc1S(=O)(=O)N(CCCO)Cc1cc2c(C)ccc(C)c2[nH]c1=O,?,7,?,1.1
CCn1cc(C2=NOC(C(=O)Nc3c(C)nn(Cc4ccc(F)cc4)c3C)C2)c(C)n1 (stereo unspecified),0,12,4,1
COc1ccccc1NC(=O)C(C)NS(=O)(=O)c1ccc(F)cc1 (stereo unspecified),6,4,-16,0.99
CCN(CC)CCCn1c(=S)[nH]c2ccc(Cl)cc2c1=O,-4,4,-9,1.1
CC1CN(C(=O)CSc2ncnc3sccc23)CC(C)O1 (stereo unspecified),1,6,-3,1.6
CC(=O)c1c(NCCc2ccccc2)cc(C)oc1=O,4,11,-22,1
CNC(=O)c1cc2c(=O)n3cccc(C)c3nc2n1C,?,13,?,2.2
O=C(Nc1ccc(CN2CCOCC2)cc1)c1cc2ccccc2oc1=O,4,4,-21,1
CCCCN(CC)CCCNC(=O)CC1Nc2ccccc2NC1=O (stereo unspecified),-3,1,-4,1.1
O=C(CC1Sc2ncnn2C1=O)Nc1ccc(Br)cc1 (stereo unspecified),4,6,-5,1
Cn1c(=O)cc(SCC(=O)N2CCN(C(=O)c3ccco3)CC2)c2ccccc21,-4,10,2,1.1
S=C(c1cccs1)N1CCCC1,4,2,-14,1
CCn1c(=O)cc(OCC(=O)NCC2CCCO2)c2ccccc21 (stereo unspecified),3,5,4,1.1
O=C(O)c1ccc(CSc2nc3ccccc3o2)cc1,-5,7,-6,1.1
CCOC(=O)n1c(=O)oc2cc(S(=O)(=O)N3CCCCC3)ccc21,6,7,-5,1
O=C(C1CCCO1)N(c1cccc(Cl)c1)C1C=CS(=O)(=O)C1 (stereo unspecified),-3,3,14,1.1
COc1ccc(N2CCN(CCNC(=O)CCN3C(=O)COc4ccccc43)CC2)cc1,-3,13,12,1.1
CCOC(=O)C1CCN(C(=O)c2ccc(Cl)c(Cl)c2)CC1,?,6,?,1.1

# Overlap with the part before: 7 compounds; new compounds follow.
SMILES,VLA-4 allo ag,Prostate diff,VLA-4 antagonist,Autofluor Jurkat
S=C(c1cccs1)N1CCCC1,4,2,-14,1
CCn1c(=O)cc(OCC(=O)NCC2CCCO2)c2ccccc21 (stereo unspecified),3,5,4,1.1
O=C(O)c1ccc(CSc2nc3ccccc3o2)cc1,-5,7,-6,1.1
CCOC(=O)n1c(=O)oc2cc(S(=O)(=O)N3CCCCC3)ccc21,6,7,-5,1
O=C(C1CCCO1)N(c1cccc(Cl)c1)C1C=CS(=O)(=O)C1 (stereo unspecified),-3,3,14,1.1
COc1ccc(N2CCN(CCNC(=O)CCN3C(=O)COc4ccccc43)CC2)cc1,-3,13,12,1.1
CCOC(=O)C1CCN(C(=O)c2ccc(Cl)c(Cl)c2)CC1,?,6,?,1.1
CN(Cc1ccccc1)C(=O)CNC(=O)Cn1cnc2ccccc2c1=O,0,5,47,1.1
O=C1CCc2cc(S(=O)(=O)N3CCN(Cc4ccc5c(c4)OCO5)CC3)ccc2N1,-8,7,?,1.2
O=C(c1ccc(Br)o1)N1CCN=C1SCc1cccc(F)c1,-1,2,-10,1
COc1cc(OC)cc(-c2cc(NC(C)=O)n[nH]2)c1,4,13,10,1
CC(=O)c1cc2c(=O)c3cc(C)ccc3oc2nc1C,1,8,2,1.1
OC(CN1C2=NCCCN2c2ccccc21)c1ccc(Cl)cc1 (stereo unspecified),4,12,-1,1
COc1ccc(N2CCN(C(=O)CCCC3=NS(=O)(=O)c4ccccc4N3)CC2)cc1,0,20,-53,1.1
O=C(CCCCCN1C(=O)C2C3C=CC(C3)C2C1=O)Nc1nccs1 (stereo unspecified),-3,7,-24,1
COCCN1Cc2cccc(C(=O)Nc3ccc(S(=O)(=O)N4CCCCC4)cc3)c2C1=O,-10,16,-6,1.1
CCOC(=O)c1ccc(NC(=O)c2c(C)[nH]c(C(=O)OCC)c2C)cc1,?,11,?,1.2
COc1ccc(N(C(C)=O)C2C=CS(=O)(=O)C2)c(OC)c1 (stereo unspecified),1,8,-22,1
CCn1c(=O)cc(OCC(=O)N2CCc3ccccc32)c2ccccc21,3,15,-8,1.1
CC1(C)CC(=O)C=C(NCCN2CCN(C(=O)Nc3ccccc3)CC2)C1,8,9,-12,1.1
COc1ccc(S(=O)(=O)n2nc(-c3cc(OC)c(OC)c(OC)c3)cc2N)cc1OC,-3,13,3,1.1
O=C(Nc1ccccc1C(F)(F)F)N1CCCC(O)C1 (stereo unspecified),1,6,-3,1
CCOC(=O)CSc1nnc(CNC(=O)c2cccc(C)c2)n1-c1ccccc1OC,7,17,-15,0.97
CCOC(=O)C1CCCN(C(=O)Cn2sc3nc(C)cc(C)c3c2=O)C1 (stereo unspecified),?,4,?,1.4
CCOC(=O)CSc1nnc(Cn2c(=O)sc3ccccc32)n1C,-1,7,7,1
COc1ccc(OC)c(NC(=O)CSc2nnc(-c3ccco3)n2-c2ccccc2)c1,-10,17,12,1
Cc1nc2sc(C(c3ccccc3)N3CC(C)OC(C)C3)c(O)n2n1 (stereo unspecified),?,3,?,1
O=C(c1cnn2c(C(F)(F)F)cc(-c3ccco3)nc12)N1CCc2ccccc2C1,4,13,-10,1.1
C=C(Cl)COc1ccc2c(C)cc(=O)oc2c1,-4,10,2,1.1
C/C(=N\O)C(=O)NCc1ccccn1,-3,8,-4,1
CC(c1ccccc1)N1C(=O)c2ccc(C(=O)NCc3ccco3)cc2C1=O (stereo unspecified),-20,9,28,1.1
CCc1cc(=O)oc2cc(OCC(=O)N(CC)CC)c(Cl)cc12,-4,9,-11,1

# Quoted at random: 2 entries already listed.
SMILES,VLA-4 allo ag,Prostate diff,VLA-4 antagonist,Autofluor Jurkat
OC(CN1C2=NCCCN2c2ccccc21)c1ccc(Cl)cc1 (stereo unspecified),4,12,-1,1
CCOC(=O)n1c(=O)oc2cc(S(=O)(=O)N3CCCCC3)ccc21,6,7,-5,1

# (listing goes on)
SMILES,VLA-4 allo ag,Prostate diff,VLA-4 antagonist,Autofluor Jurkat
CCOc1ccc(CCNC(=O)C2CCN(S(=O)(=O)CC)CC2)cc1OCC,0,10,-8,1
CCOc1ccccc1C1C(C(=O)Nc2ccccc2OC)=C(C)Nc2nc(CCCO)nn21 (stereo unspecified),0,7,-15,1.1
CCN(CC)CCCNC(=O)CC1Oc2ccc(C)cc2NC1=O (stereo unspecified),?,12,?,0.92
Cn1cccc1Cc1nnc(SCC(=O)NCc2ccc(F)cc2)n1-c1ccc(F)cc1,-1,13,-6,1
O=c1c2ccc(-c3nnc4n3-c3ccccc3SC4)cc2nc2n1CCCCC2,0,8,-16,1.1
CN(C(=O)C1CCCO1)c1nnc(-c2ccncc2)s1 (stereo unspecified),?,8,?,1
NC(=O)COC(=O)c1ccc(S(=O)(=O)N2CCCCCC2)cc1,0,8,-23,1.1
CC(C)CCNC(=O)C(C)N(Cc1ccc(F)cc1)C(=O)c1ccc(CN2CCCCC2)o1 (stereo unspecified),0,10,-8,0.96
COc1ccc(N2CCN(C(=O)c3ccc(CS(=O)(=O)c4ccc(OC)cc4)o3)CC2)cc1,1,4,-18,1.1
O=C(Nc1ccccc1C(F)(F)F)c1cc(-c2cccc(O)c2)on1,0,12,5,1.1
Cc1cc(C)n2nc(S(=O)(=O)N(C)Cc3ccccc3)nc2n1,10,8,-30,1
COCCSc1ccccc1C(=O)Nc1cc(C)on1,3,6,-14,1
O=S1(=O)CCC(N=Cc2cc(Br)ccc2O)C1 (stereo unspecified),3,10,-6,1.1
Cc1ccc(NC(=O)CNc2cccc(C)c2C)c(C)c1,-1,15,4,0.99
CCCc1nc2c(=O)[nH]c3ccccc3c2o1,-2,4,-30,1.1
COC(=O)c1ccc2c(=O)n(CCN3CCOCC3)c(SCC(=O)NC3CCCCC3)nc2c1,?,7,?,1.1
COc1ccc(OC)c(NC(=O)CNC(=O)Cn2ccc3ccccc3c2=O)c1,4,11,-6,1
CC(=O)c1cc2c(cc1NC(=O)CCn1cccc1)OCO2,-2,17,10,1.1
COc1ccccc1OCC(=O)Nc1ccc(S(=O)(=O)Nc2nc(C)cc(C)n2)cc1,-2,11,-10,1.1
COc1ccc(-c2cc(C(=O)N3CCCc4ccccc43)no2)cc1OC,3,8,16,1.1
CCOC(=O)c1c(C)c(C(=O)NCc2cccs2)c(C)n1C,0,12,5,1.1
CCN(CC(=O)O)S(=O)(=O)c1cc(Cl)ccc1Cl,8,7,-24,1.1
Cc1ccc(C2c3c(oc4ccccc4c3=O)C(=O)N2c2nnc(C(C)C)s2)o1 (stereo unspecified),2,12,-12,1.1
CCCCN(CC)CCNC(=O)CN(C)S(=O)(=O)c1ccc2c(c1)c(=O)n(C)c(=O)n2C,2,9,1,1
CCOC(=O)C1CCN(C(=O)c2c(-c3c(Cl)cccc3Cl)noc2C)CC1,-2,10,-12,1.1
# Following part
SMILES,VLA-4 allo ag,Prostate diff,VLA-4 antagonist,Autofluor Jurkat
CC1CN(c2nc(-c3ccccc3)nc3ccccc23)CC(C)O1 (stereo unspecified),-7,18,-8,1.1
CC1CCN(C(=O)CSc2nnc(Cc3cccn3C)n2CCc2ccccc2)CC1,1,5,5,1.1
Cn1c(=O)c(=O)n(C)c2cc(S(=O)(=O)N3CCc4ccccc43)ccc21,?,13,?,1.6
Cc1ccnc(SCCn2c(N3CCCCC3)nc3c2c(=O)n(C)c(=O)n3C)n1,0,0,-6,1
Nc1c(N2CCCCC2)c(=O)[nH]c(=O)n1-c1ccccc1,6,2,-22,0.92
O=C(CN1CCC(n2nnc3cc(F)ccc32)CC1)Nc1ccc2c(c1)CCC2,-6,.,12,1.1
O=C(NCCN1C(=O)C2C3C=CC(C3)C2C1=O)Nc1ccccn1 (stereo unspecified),5,2,-13,0.86
CCOC(=O)c1[nH]nc2c1C(=O)N(CC)C2=O,1,15,-2,1
COc1cccc(CNC(=O)Cn2cc3c(n2)CCCCC3)c1,12,6,-23,0.81
Cc1cc(NS(=O)(=O)c2ccc(N)cc2)no1,-4,4,-8,1
Cc1cc(C)n2nc(SCc3cc(=O)n4ccccc4n3)nc2n1,4,3,-5,0.97
CNC(=O)CC(C(=O)O)c1ccc(OC(C)C)cc1 (stereo unspecified),0,10,-8,1
COC(=O)CS(=O)(=O)c1ccc2c(c1)CC(=O)N2,-4,12,-31,0.95
CC1CCc2c(sc(N)c2C(N)=O)C1 (stereo unspecified),0,7,0,1.1
CCOc1ccccc1NC(=O)Cn1cnc2c(cnn2-c2ccc(C)c(C)c2)c1=O,-7,12,7,1
Cc1nc2sc(C(c3cccc(F)c3)N3CCC(O)CC3)c(O)n2n1 (stereo unspecified),-1,14,-9,0.96
CC1=CC(=C2C(=O)c3ccccc3C2=O)C=C(C)O1,?,11,?,1.7
N#CC(C(=O)CCN1C(=O)C2CC=CCC2C1=O)c1nc2ccccc2[nH]1 (stereo unspecified),5,1,-13,1.8
COc1ccccc1NC(=O)c1cc(S(=O)(=O)N2CCC3(CC2)OCCO3)ccc1F,-2,10,-10,1.1
Brc1ccc(-c2nnc3sc(CNC4CCCC4)cn23)cc1,-1,12,-2,1.1
Cc1nnc(C)n1/N=C/c1cccc(Oc2ccccc2)c1,-2,12,-25,1
COc1ccc(/C(O)=C2/C(=O)C(=O)N(CCCN(C)C)C2c2ccc(Cl)cc2)cc1OC (stereo unspecified),2,11,-8,1.1
COc1ccc(C(=O)CN2C(=O)NC3(CCCc4ccccc43)C2=O)cc1OC (stereo unspecified),-3,8,-2,0.98
Cc1ccccc1NS(=O)(=O)c1cc(C(=O)N2CCCC2)ccc1C,4,6,-4,1.1
COc1cccc(CNC(=O)c2cc3ccccn3n2)c1,-3,8,1,1.1
CCN(CC)CCNC(=O)c1cn(CC)c2ccc(S(=O)(=O)N(C)C)cc2c1=O,0,4,1,0.98
Cn1c(=O)cc(SCC(=O)NCc2cccnc2)c2ccccc21,0,4,2,1
Cc1cccc(C)c1Nc1nc2ccccc2o1,?,5,?,1.1
O=C(CSc1nc2c(c(=O)n1-c1ccc(F)cc1)SCC2)N1CCCC1,11,17,-25,0.94
Cc1nc(SCC(=O)Nc2cc(C)on2)c2c3c(sc2n1)CCCC3,-4,22,-3,1.3

# Source: PubChem
